Bioassay records as filed in PubChem.
ZTA counter: counter-screen for EBNA-1 inhibitors: inhibitors of Epstein-Barr virus ZTA; P03206; ZTA-DNA binding, fluorescence polarization; inhibition, % at 11 µM; hit rate 0.15% among 320,000; in the data active means inhibition above about 33%
Target sequence (P03206 whole entry, looked up): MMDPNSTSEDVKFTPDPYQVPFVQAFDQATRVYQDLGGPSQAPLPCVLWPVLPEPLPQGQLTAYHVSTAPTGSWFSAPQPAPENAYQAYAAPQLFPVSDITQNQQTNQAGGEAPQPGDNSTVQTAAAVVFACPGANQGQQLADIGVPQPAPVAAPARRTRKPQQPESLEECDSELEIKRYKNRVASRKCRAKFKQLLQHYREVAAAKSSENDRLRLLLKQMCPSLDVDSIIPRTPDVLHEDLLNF
PREPL inh: PREPL enzyme inhibitors, primary screen, biochemical, fluorescence polarization. Prolyl endopeptidase-like (Homo sapiens), Q4J6C6. recombinant PREPL, fluorescence polarization activity-based probe. inhibition, % at 5.96 µM. hit rate 0.68% among 320,000. AID 2751, 2010; in the data active means inhibition above about 43%;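 further: 0% = enzyme with DMSO and 100% = wells lacking enzyme; many of its hits are not listed in these tables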
PAFAH1B3 inh: PAFAH1B3 enzyme inhibitors, primary screen, biochemical, fluorescence polarization, human. inhibition, % at 3.39 µM. hit rate 0.28% among 340,000. recombinant PAFAH1B3, FP-rhodamine probe. Platelet-activating factor acetylhydrolase IB subunit alpha1 (Homo sapiens), Q15102;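 active means inhibition above the screen-wide average of all tested compounds plus 3 SD, cut at about 25% in these data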;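 further: 0% = enzyme with DMSO only and 100% = wells lacking PAFAH1B3 protein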
Target sequence (Q15102 whole entry, looked up): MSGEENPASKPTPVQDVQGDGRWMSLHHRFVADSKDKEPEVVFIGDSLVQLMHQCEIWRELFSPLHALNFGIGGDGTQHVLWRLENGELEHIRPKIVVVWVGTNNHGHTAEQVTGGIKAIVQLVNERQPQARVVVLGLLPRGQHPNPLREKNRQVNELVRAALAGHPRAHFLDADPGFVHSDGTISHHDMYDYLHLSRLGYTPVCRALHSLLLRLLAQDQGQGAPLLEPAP
PAFAH2 FP inh: PAFAH2 enzyme inhibitors, primary screen, biochemical, fluorescence polarization, human | recombinant PAFAH2, FP-rhodamine activity probe | inhibition, % at 3.39 µM | hit rate 0.99% among 340,000;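 active means inhibition above the mean over all tested compounds plus 3 SD, cut at about 30% in these data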;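 further: inhibitors block probe labeling of enzyme so polarization drops; 0% = enzyme with DMSO and 100% = wells lacking PAFAH2 protein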
GSTO1 inh: inhibitors of recombinant GSTO1, primary screen, counter-screen for RBBP9 inhibitor project, biochemical, fluorescence polarization. Glutathione S-transferase omega-1 (Homo sapiens), P78417. activity-based probe fluorescence polarization. inhibition, % at 5.96 µM. hit rate 1.1% among 300,000;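 active means inhibition above the campaign mean inhibition plus 3 SD, cut at about 35% in these data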;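 further: 0% = GSTO1-1 with DMSO and 100% = wells lacking GSTO1-1 enzyme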
LYPLA2 counter: LYPLA2 inhibitors, primary screen, counter-screen for PME1 inhibitor project, biochemical, fluorescence polarization, FP-Rh probe ABPP; Acyl-protein thioesterase 2 (Homo sapiens), O95372; inhibition, % at 5.9 µM; hit rate 0.38% among 320,000; recombinant LYPLA2;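 active means inhibition above the screen-wide mean plus 3 SD, limit set per campaign, cut at about 26% in these data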;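 further: 0% = LYPLA2 with DMSO and 100% = wells lacking LYPLA2 enzyme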
Target sequence (O95372 whole entry, looked up): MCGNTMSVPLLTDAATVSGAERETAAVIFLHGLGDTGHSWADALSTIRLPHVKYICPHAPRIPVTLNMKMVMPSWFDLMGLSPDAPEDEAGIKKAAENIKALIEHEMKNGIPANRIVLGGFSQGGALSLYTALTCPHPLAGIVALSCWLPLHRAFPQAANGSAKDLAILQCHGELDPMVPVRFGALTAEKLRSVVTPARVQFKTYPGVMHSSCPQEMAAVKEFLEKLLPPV
EBNA-1 inhibitor: EBNA-1 DNA-binding inhibitors, primary screen, biochemical, fluorescence polarization | inhibition, % at 14.8 µM | AID 1950, 2009 | hit rate 0.34% among 300,000; in the data active means inhibition above about 28%
LYPLA1 counter: LYPLA1 inhibitors, primary screen, counter-screen for PME1 inhibitor project, biochemical, fluorescence polarization, FP-Rh probe ABPP | Acyl-protein thioesterase 1 (Homo sapiens), O75608 | inhibition, % at 5.9 µM | hit rate 0.16% among 320,000 | AID 2174, 2009 | recombinant LYPLA1;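 active means inhibition above the mean of all tested compounds plus 3 SD, set per campaign, cut at about 14% in these data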;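 further: inhibitors block serine hydrolase probe labeling of LYPLA1 so polarization falls; 0% = enzyme with DMSO and 100% = wells lacking LYPLA1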
Target sequence (O75608 whole entry, looked up): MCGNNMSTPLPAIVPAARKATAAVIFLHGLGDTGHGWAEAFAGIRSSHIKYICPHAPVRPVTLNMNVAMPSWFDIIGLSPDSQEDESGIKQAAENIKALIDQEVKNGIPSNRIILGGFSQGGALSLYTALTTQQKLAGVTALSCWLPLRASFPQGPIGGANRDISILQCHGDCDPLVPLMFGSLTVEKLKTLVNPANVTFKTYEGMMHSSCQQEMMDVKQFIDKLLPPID
PAD4 inh: human PAD4 inhibitors, primary screen, biochemical, fluorescence polarization, 1536-well format | Protein-arginine deiminase type-4 (Homo sapiens), Q9UM07 | recombinant PAD4, RCA probe fluorescence polarization | inhibition, % at 6.36 µM | hit rate 0.41% among 330,000 | AID 485272, 2010;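 active means percent inhibition above a cutoff equal to the mean of all tested compounds plus 3 SD, cut at about 15% in these data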;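 further: 0% = PAD4 with RCA probe and DMSO and 100% = probe without PAD4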
The depositor's hits bear a star; / = no result given. An excerpt. The share of hits here may be higher or lower than overall.

SMILES	ZTA counter	PREPL inh	PAFAH1B3 inh	PAFAH2 FP inh	GSTO1 inh	LYPLA2 counter	EBNA-1 inhibitor	LYPLA1 counter	PAD4 inh
CN(C)S(=O)(=O)c1cccc(NC(=O)CCNC(=O)c2ccccc2Cl)c1	-8	7	-1	0	14	1	-6	-3	-3
CC1Cc2ccccc2N1C(=O)Cc1cccs1 (stereo not drawn)	5	0	6	-7	10	-4	-6	-3	-5
O=C(CSc1ccc2nnc(-c3ccccn3)n2n1)NCc1ccc2c(c1)OCO2	3	-4	-2	-4	2	-2	6	1	2
Cc1cccc(NS(=O)(=O)c2cn(C)c(=O)n(C)c2=O)c1C	6	3	4	0	-3	1	10	-1	1
Cn1c(SCC(=O)N2CCN(c3ccccc3)CC2)nnc1-c1c[nH]c2ccccc12	-10	-50	-1	0	0	-1	0	-1	-2
O=C1NC(=S)N/C1=C/c1cc2c(cc1[N+](=O)[O-])OCO2	3	1	20	11	83*	-9	4	-3	-7
Cc1nn(C2CCS(=O)(=O)C2)c(Cl)c1/C=C/C(=O)OCC(=O)N(C)C (stereo not drawn)	17	4	6	-9	2	5	10	1	2
CS(=O)(=O)c1nc(S(=O)(=O)c2ccc(Cl)cc2)c(N2CCOCC2)s1	-1	9	6	5	-7	-1	2	2	-3
O=C1CCc2cc(S(=O)(=O)N3CCN(c4ccc(F)cc4)CC3)cc3c2N1CC3	-5	-28	10	-9	1	-2	1	0	2
OCC(O)[C@@H](O[C@H]1O[C@H](CO)[C@@H](O)[C@H](O)[C@H]1O)[C@H](O)[C@@H](O)CO (stereo partly drawn)	-4	-5	0	-5	5	-4	-12	-5	3
Cc1ccccc1Cn1cc(NC(=O)c2cc(-c3ccco3)on2)cn1	5	-15	1	1	-5	5	-2	-2	3
COc1ccc(/C=N/NC(=O)c2ccc(C)cc2)cc1CN1CCN(c2ccc(F)cc2)CC1	-9	-3	2	-8	-6	-8	-3	-7	2
C[C@@H]1O[C@@H](OC2C(O)C(OCCc3ccc(O)c(O)c3)OC(CO)C2OC(=O)/C=C/c2ccc(O)c(O)c2)[C@H](O)[C@H](O)[C@H]1O (stereo partly drawn)	2	5	/	/	54*	3	12	-1	0
O=C(c1cc2c(s1)CCCC2)N1CCN(c2ccccc2)CC1	0	7	1	2	4	-4	5	0	-2
COc1cc2c(cc1OC)-c1nnc(-c3ccco3)n1C1(CCCC1)C2	0	8	5	3	0	3	-9	3	-2
CC(C)CNC(=O)c1cc(-c2ccc(Cl)c(Cl)c2)on1	28	5	2	-2	13	-7	1	-1	0
CN(c1ccc(C(=O)NC2CCCC2)cc1)S(=O)(=O)c1ccc(Cl)cc1	8	2	-4	3	3	-5	-1	-5	-1
CCOC(=O)C1CCN(S(=O)(=O)c2cc3c(cc2C)NC(=O)CO3)CC1	7	6	7	0	-4	9	-2	2	0
CCCc1cc(=O)[nH]c(Nc2ccc(OC)c(Cl)c2)n1	-4	7	4	-5	0	0	-2	0	2
COc1ccc(/C=N/NC(=O)c2ccco2)cc1OCc1ccccc1	14	5	7	-5	-3	1	-5	-1	-10
CCNC(=O)NC(=O)CSc1cccc(C(F)(F)F)c1	12	5	-3	2	9	-2	0	0	0
COc1ccc2cc3cc(C(=O)NCc4cccnc4)oc3nc2c1	-5	11	5	-4	7	3	11	5	-6
O=C(NCCc1ccccc1)c1nc2c(nnn2Cc2ccccc2Cl)c(=O)[nH]1	19	3	-3	6	-9	2	12	-2	1
COCCn1c(=S)[nH]c2sc3c(c2c1=O)CCCC3	9	4	7	6	-9	-4	-8	0	6
CC(Sc1nc2ccccc2c(=O)n1C)C(=O)Nc1ccc2c(c1)OCCO2 (stereo not drawn)	6	-3	-3	-1	/	-10	/	-4	-6
O=C(CCNC(=O)c1ccc(Br)o1)NCc1ccccn1	9	5	0	-2	1	0	-3	-2	-2
COc1cccc(NC(=O)CSc2nc3ccccc3c(=O)n2CCCC(=O)NCCCN2CCOCC2)c1	-9	-8	0	2	8	-2	-1	-1	-7
CCCc1n[nH]c2c1/C(=N/O)CC(c1ccccc1)C2 (stereo not drawn)	-13	6	3	-7	-3	2	-4	1	6
O=C(CCc1nnc2ccc(N3CCCC3)nn12)Nc1ccc(F)c(F)c1	4	2	-5	1	-4	7	12	2	0
CCCCCSc1nc(C)c(CC(=O)O)c(=O)[nH]1	-7	2	-2	6	-4	4	2	3	2
c1cnc2c(OCc3nc4ccccc4[nH]3)cccc2c1	4	4	7	1	5	7	-2	1	2
O=C(/C=C/c1ccc(S(=O)(=O)N2CCOCC2)cc1)NCc1ccccc1Cl	4	18	2	3	-7	2	6	0	4
COc1ccc(/C=C/C(=O)OC2CCCN(C)C2)cc1 (stereo not drawn)	1	-3	4	8	3	3	-8	1	0
O=C(/C(Br)=C/Nc1cc(Cl)ccc1Cl)C(F)(F)F	17	0	6	18	-1	-6	0	-5	0
CSc1ncccc1C(=O)OCC(=O)NC1CCCc2ccccc21 (stereo not drawn)	/	0	5	16	/	/	/	/	2
O=C(Nc1ccccn1)c1csc2c1CCCC2	9	1	2	3	-7	0	-17	4	-2

3 entries from above, ordered by count of non-hydrogen atoms, rising.
SMILES	ZTA counter	PREPL inh	PAFAH1B3 inh	PAFAH2 FP inh	GSTO1 inh	LYPLA2 counter	EBNA-1 inhibitor	LYPLA1 counter	PAD4 inh
O=C(Nc1ccccn1)c1csc2c1CCCC2	9	1	2	3	-7	0	-17	4	-2
CCNC(=O)NC(=O)CSc1cccc(C(F)(F)F)c1	12	5	-3	2	9	-2	0	0	0
CC(Sc1nc2ccccc2c(=O)n1C)C(=O)Nc1ccc2c(c1)OCCO2 (stereo not drawn)	6	-3	-3	-1	/	-10	/	-4	-6

(next part)
SMILES	ZTA counter	PREPL inh	PAFAH1B3 inh	PAFAH2 FP inh	GSTO1 inh	LYPLA2 counter	EBNA-1 inhibitor	LYPLA1 counter	PAD4 inh
CC(C)N(CCCNC(=O)c1nn(C)c2c1CS(=O)(=O)c1ccccc1-2)Cc1ccccc1	22	10	3	-6	2	7	10	1	-7
OCCC1CN(Cc2nc(-c3ccccc3)cs2)CCN1Cc1ccc(F)cc1 (stereo not drawn)	-5	3	3	1	0	1	-11	3	-4
CO/N=C/NC(=O)NOCc1ncc(C(F)(F)F)cc1Cl	-5	20	1	-1	-4	4	8	3	-1
O=C(Nc1ccc([N+](=O)[O-])cc1)Nc1ccc2[nH]c(=O)[nH]c2c1	-2	22	1	-16	-19	-10	12	-3	0
O=C(Nc1ccc(F)cc1F)c1c(C(F)(F)F)ccnc1Oc1cccc(C(F)(F)F)c1	-1	4	-1	-3	-6	4	-3	2	0
CCCc1nnc(NC(=O)CCC(=O)O)s1	-4	3	4	6	3	2	-4	3	0
O=C(CC1Sc2ccccc2NC1=O)Nc1cccc(-c2nnc3n2CCCCC3)c1 (stereo not drawn)	-3	-1	4	3	-6	-1	3	2	3
Cc1ccc(-c2csc3ncnc(NCCC(=O)O)c23)cc1	15	-3	7	-1	-1	-6	4	2	0
O=C(Nc1ccnn1C1CCN(Cc2ccccc2OCCO)CC1)c1cccc(F)c1	-5	0	4	7	2	7	-6	-1	6
Cc1cccc(C)c1NC(=O)Cn1nc(C)n2cccc2c1=O	-7	14	1	5	7	-2	-14	-8	-4
Cc1ccccc1NC(=O)COC(=O)C1(C)CC1(Cl)Cl (stereo not drawn)	6	4	6	0	-2	3	1	10	-2
CCOC(=O)C1CCCN(C(=O)Cn2cnc3sc(C)c(S(=O)(=O)N4CCOCC4)c3c2=O)C1 (stereo not drawn)	0	11	6	4	1	1	-4	-4	1
Cc1cccc(N(CC(=O)NCC2CCCO2)C(=O)CCC(=O)Nc2nccs2)c1 (stereo not drawn)	0	-11	4	1	2	8	1	1	-3
O=C(CN1C(=O)c2ccccc2C1=O)Nc1ccc2c(c1)OCO2	8	6	7	1	2	4	4	1	-1
C=CCNc1nnc(Cl)c2ccccc12	4	8	6	-3	-2	-1	2	-2	0
Cc1nn(Cc2c(F)c(F)c(F)c(F)c2F)c(C)c1NC(=O)c1cccc(COc2ccccc2Cl)c1	-3	10	3	-2	5	2	13	1	1
CCOC(=O)c1sc(NC(=O)/C=C/c2ccccc2)nc1C	9	0	-7	-7	4	-5	9	-3	1
O=C(Nc1ccc2ccccc2n1)c1ccccc1Br	6	2	2	-1	9	2	6	-1	1
COc1ccc(C(=O)COC(=O)CCc2nc3ccccc3[nH]c2=O)cc1Br	-3	4	-7	7	-3	1	4	-4	-5
COc1ccc(N2CC(C(=O)N/N=C/c3cc([N+](=O)[O-])ccc3O)CC2=O)cc1 (stereo not drawn)	5	-1	8	0	-2	-2	-1	2	-2
O=C(CNC(=O)c1ccco1)OCC(=O)c1ccc(Cl)cc1Cl	8	-8	4	0	3	2	1	1	1
CCOC(=O)C1CN(S(=O)(=O)c2ccccc2)CCN1S(=O)(=O)c1ccccc1 (stereo not drawn)	-1	6	11	3	-4	1	4	-1	4
Cc1ccccc1CNC(=O)c1ccccc1C(=O)O	-21	14	14	5	3	7	2	3	-1
CCC(=O)NC(c1cc(Cl)c2cccnc2c1O)C(C)C (stereo not drawn)	-1	4	4	0	/	-1	/	-5	-5
COc1ccccc1CCNC(=O)c1ccc(NC(=O)CC2SC(N3CCCCC3)=NC2=O)cc1 (stereo not drawn)	-13	8	4	2	/	15	/	-2	4
COc1ccccc1CC(=O)Nc1ccc(OC)c(OC)c1	-13	9	15	7	1	2	-11	4	-3
O=C(COC(=O)c1ccc(Cl)cc1)NC1CCCCCC1	-26	8	4	78*	/	-4	/	-3	1
c1csc(-n2nc3ccccc3n2)c1	-6	-8	7	-5	0	5	-2	4	-2
CCOC1(OCC)C(c2ccc(N)cc2)C(C#N)(C#N)C1(OCC)OCC (stereo not drawn)	0	0	4	3	1	5	-4	0	-5
CC(C)(C)NC(=O)COC(=O)c1ccc(S(=O)(=O)N2CCCCCC2)cc1	19	-3	3	12	3	0	-1	1	6
C=CCNC(=S)NNc1nc(N2CCCC2)nc(N2CCCC2)n1	1	4	8	7	11	4	2	3	3
Cc1nnc(NC(=O)CSc2nnc(NC(=O)C(C)(C)C)s2)s1	-9	-6	4	0	6	11	6	2	-5
COC(=O)CCC(NC(=O)c1cc(C)oc1C)C(=O)OC (stereo not drawn)	17	-1	10	5	-1	-2	3	0	-2
COc1ccc(CCNC(=O)CSc2ccc3nnc(CCNC(=O)c4ccc(C)cc4)n3n2)cc1OC	-21	8	9	6	4	-4	8	-2	0
O=C(C1=C[C@@H](C2CC2)C[C@@H](OCCCCO)O1)N1CCN(Cc2ccccc2)CC1	-17	5	3	0	-1	6	-7	2	2
O=C(O)C1CCCN1C(=O)Nc1ccccc1 (stereo not drawn)	-1	6	6	5	2	3	-2	1	2
Cc1ccc(S(=O)(=O)NCCNc2ccc(Br)c(C)c2)cc1	/	-56	2	2	/	/	/	/	-3
CC1=NN(C(=O)Cc2ccc([N+](=O)[O-])cc2)C(O)(C(F)(F)C(F)(F)F)C1 (stereo not drawn)	11	5	9	1	-3	7	6	3	2
c1ccc2c(c1)C(=NCC1CCCO1)NC2=NCC1CCCO1 (stereo not drawn)	6	-5	10	-2	4	9	-1	6	1
